Compound activity: PubChem, National Center for Advancing Translational Sciences (NCATS)
FLuc counter = firefly luciferase modulation, counter-screen for miR-21 project | purified FLuc, Km substrates, luminescence inhibition | P08659 | Potency, µM (titrated, usually from 57.5 µM), for the others: at the highest dose activity change, negative = inhibition, usual class: inhibitors | 6.9% of 360,000 active;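 also: potency is read from the fitted curve at half-maximal effect; plate controls were vehicle for no effect and reference inhibitor for full effect; nearly all actives have a fitted effect of over 55% in size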
Target sequence (P08659 whole entry, looked up): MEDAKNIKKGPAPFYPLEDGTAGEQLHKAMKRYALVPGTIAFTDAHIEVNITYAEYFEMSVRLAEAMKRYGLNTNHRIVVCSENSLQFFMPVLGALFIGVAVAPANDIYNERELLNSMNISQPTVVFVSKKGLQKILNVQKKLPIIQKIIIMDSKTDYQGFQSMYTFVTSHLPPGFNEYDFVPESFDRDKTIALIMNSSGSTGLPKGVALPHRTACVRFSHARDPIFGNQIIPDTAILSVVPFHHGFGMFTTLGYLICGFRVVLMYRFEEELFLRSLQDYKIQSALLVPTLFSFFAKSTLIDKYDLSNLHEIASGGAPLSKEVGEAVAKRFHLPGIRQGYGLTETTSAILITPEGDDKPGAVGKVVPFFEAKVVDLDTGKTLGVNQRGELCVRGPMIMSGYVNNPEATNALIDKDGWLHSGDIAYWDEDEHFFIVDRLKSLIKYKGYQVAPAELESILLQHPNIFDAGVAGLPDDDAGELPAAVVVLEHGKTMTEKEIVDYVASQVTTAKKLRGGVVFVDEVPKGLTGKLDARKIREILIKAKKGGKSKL
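Purified P. pyralis luciferase (10nM final) with 10uM D-luciferin and 10uM ATP (Km levels) in 50mM Tris acetate pH 7.5, 10mM Mg acetate, 0.01% Tween-20, 0.05% BSA; qHTS 6-point titration, ~60 µM downward; luminescence read.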
VP16 counter = Gal4-VP16 reporter inhibition counter-screen. 3.5% of 310,000 active. Potency, µM (series often up to 53.6 µM), for the others: top-dose activity, negative = inhibition, usual class: inhibitors. Drosophila S2 Gal4-VP16 UAS-luciferase, luminescence, 20 h;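 also: Gal4-VP16 expression switched on by copper sulfate through the metallothionein promoter; potency is read from the fitted curve at half-maximal effect; % is scaled to controls: 0 for no effect and ±100 for the full control effect; nearly all actives have a fitted effect of over 50% in size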
BRCA1 expr up = BRCA1 expression activation; MCF7-BRCA1-FFLuc reporter, luminescence, 48 h; response scale: scaled: vehicle 0%, 10 µM genistein 100%; AID 624202; 1.1% of 380,000 active; Potency, µM (series often up to 46.1 µM), for the others: at the top dose activation, most hits filed as activators; also: potency is read from the fitted curve at half-maximal effect; nearly all actives have a fitted effect of over 80% in size; some results filed as inactive show a strong effect at the top dose
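Compounds are tested at multiple concentrations on MCF7 BRCA1-luciferase reporter cells seeded at 2000 per well; after 48 h, a single luminescence end-point is taken and curves fitted to the normalized data.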
Menin-MLL TR inh = displaces Texas Red mutant MLL peptide from human menin; Menin + Texas Red MLL mutant peptide, fluorescence polarization; Potency, µM (doses to about 61.6 µM), without a hit: at the highest dose FP activity change, negative = inhibition, most hits filed as inhibitors; O00255; 0.23% of 270,000 active; active = well fitted inhibition curve with a large enough effect in the polarisation, with a control signal flat, not every such curve was filed as active; inconclusive = small, poorly fitted or top-dose-only effect, or effect the other way, or a change in a side signal; inactive = no such curve, though single readings can be large or run the other way; the % refers to the polarisation; also: potency is read from the fitted curve at half-maximal effect; % of control where 0% means no effect; many of its hits are not listed in these tables
PKM2 activator = PKM2 (human) enzyme activation; Potency, µM (highest dose often 57.5 µM), inactives show at the highest dose activation, usual class: activators; 0.34% of 260,000 active; purified PKM2, Kinase-Glo ATP luminescence, activation; response scale: 0% is enzyme alone, no compound; P14618; AID 1631; also: potency is read from the fitted curve at half-maximal effect; % is scaled to controls: 0 for no effect and ±100 for the full control effect; nearly all actives have a fitted effect of over 55% in size
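Purified hPK-M2 (>95% pure) converted ADP (0.1 mM final) to ATP with 0.5 mM PEP in 50 mM imidazole pH7.2, KCl, MgCl2, Tween 20, BSA; 1 h at room temperature. ATP detected by Kinase-Glo luminescence.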
Rab9 promoter act = activators of Rab9 promoter; Huh7 Rab9 promoter-luciferase reporter, luminescence, 24 h; Potency, µM (titrated, usually from 9.22 µM), for inactives: at the highest dose activation, negative = inhibition, actives largely listed as activators; 2.8% of 320,000 active; AID 485297; also: potency is read from the fitted curve at half-maximal effect; % of control where 0% means no effect; nearly all actives have a fitted effect of over 60% in size
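Using Huh7 cells stably transfected with Rab9 promoter–luciferase, compounds were incubated 24 h at 37 °C, 5% CO2; luciferase luminescence was read 10 min after reagent addition.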
NPC1 promoter act = activators of NPC1 promoter; 2.4% of 320,000 active; Huh7 NPC1 promoter luciferase reporter, 24 h; Potency, µM (series often up to 9.22 µM), for the others: at the top dose activation, usual class: activators;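 also: potency is read from the fitted curve at half-maximal effect; % of control where 0% means no effect; nearly all actives have a fitted effect of over 60% in size; reporter is driven by a mutant NPC1 promoter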
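Stable NPC1-promoter luciferase Huh7 line; cpd (DMSO) 24 h, 37 °C, 5% CO2; Amplite luciferase reagent 10 min RT; luminescence readout. qHTS format.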
ELG1 genotox = induces genotoxicity in HEK293T cells with luciferase-tagged ELG1; AID 504466; HEK293T ELG1-luciferase reporter, luminescence, 16 h; Potency, µM (doses to about 46 µM), inactives show top-dose activity change, positive = activation, hits mostly activators; 1.3% of 330,000 active; also: potency is read from the fitted curve at half-maximal effect; % of control where 0% means no effect; nearly all actives have a fitted effect of over 60% in size
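Reporter readout depends on ELG1 protein level, which increases with genetic stress. After 16 hr compound exposure at 37 °C, luciferase activity was quantified using ONE-Glo.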
RORg inh = inhibitors of mouse ROR gamma transcriptional activity; P51450; 5.4% of 310,000 active; AID 2551; Drosophila S2 Gal4-RORgamma UAS-luciferase reporter, 20 h; Potency, µM (series often up to 53.6 µM), without a hit: top-dose activity change, negative = inhibition, usual class: inhibitors; also: potency is read from the fitted curve at half-maximal effect; % is scaled to controls: 0 for no effect and ±100 for the full control effect; nearly all actives have a fitted effect of over 60% in size
Target sequence (P51450 whole entry, looked up, the tested form may be a part): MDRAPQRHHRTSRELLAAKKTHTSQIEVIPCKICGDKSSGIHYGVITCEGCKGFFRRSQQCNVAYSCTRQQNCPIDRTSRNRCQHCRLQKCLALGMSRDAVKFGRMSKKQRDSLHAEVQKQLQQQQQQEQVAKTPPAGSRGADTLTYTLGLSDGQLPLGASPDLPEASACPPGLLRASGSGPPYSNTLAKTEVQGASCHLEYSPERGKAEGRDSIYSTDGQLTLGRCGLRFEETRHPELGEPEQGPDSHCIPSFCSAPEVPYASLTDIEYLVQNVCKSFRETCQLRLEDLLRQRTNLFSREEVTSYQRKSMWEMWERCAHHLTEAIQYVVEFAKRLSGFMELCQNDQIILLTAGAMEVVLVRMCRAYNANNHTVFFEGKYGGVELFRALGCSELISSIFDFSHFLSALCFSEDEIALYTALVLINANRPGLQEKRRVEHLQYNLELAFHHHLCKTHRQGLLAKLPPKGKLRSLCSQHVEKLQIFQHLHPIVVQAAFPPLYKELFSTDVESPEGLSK
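Stable Schneider cell line, Gal4 DNA-binding domain fused to ROR gamma, UAS-luciferase. Cmpd 1 hr RT → CuSO4 700 uM final → 20 hr RT → luciferase reagent 10 min → luminescence.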
p53 reactivator = restores transcriptional activity of mutant p53; H1299 p53-A138V BP100-luciferase reporter, luminescence, 24 h; Potency, µM (top dose mostly 92.2 µM), without a hit: at the top dose activity change, positive = activation, actives largely listed as activators; 0.063% of 320,000 active; AID 504706; also: potency is read from the fitted curve at half-maximal effect; % of control where 0% means no effect; nearly all actives have a fitted effect of over 45% in size
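p53-null H1299 cells stably carrying temperature-sensitive p53-A138V and a BP100-luciferase reporter were pinned with compounds (4-point, 1:5 series) and held 24 hrs at 37 deg C. Luminescence was read 10 min after detection reagent.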
Giardia killer = Giardia lamblia killing; Giardia lamblia trophozoite viability; activity change, % at 7.66 µM, hits read low; 0.15% of 340,000 active; AID 540267; in the data active = activity change below about -80%; inconclusive = between about -30% and that limit;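 also: parasites exposed to compound for two days anaerobically before the ATP read; % is scaled to controls: 0 for no effect and ±100 for the full control effect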
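Giardia trophozoites, 100 cells per well, were exposed to compounds for 48 hrs at 37 deg C under anaerobic conditions; viability was then read as ATP content by bioluminescence after 15-30 min at room temperature.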
An asterisk follows results filed as active; ? = inconclusive; nt = not tested or not shown; & = joins results of further samples; [ ] = dose if it differs, or a comment. Unless noted, calls follow the shape of the dose curve; as a rule, active = well fitted curve in the direction sought with a large enough effect; inconclusive = small, poorly fitted or top-dose-only effect, or another doubt; inactive = no such curve, though single readings can be large; an effect the other way counts as inactive or inconclusive. Only part of the results is shown; the hit share may differ from the screen's.

1	CC(=O)Nc1ccc(NC(=S)NC(=O)/C=C/c2ccc(Cl)cc2)cc1
2	Cc1ccc(O)c(NC2=C(Cl)C(=O)N(Cc3ccccc3)C2=O)c1
3	CCOc1ccc(C(=O)NCC(=O)NNC(=O)CN(C)S(=O)(=O)c2ccc(Cl)cc2)cc1
4	Cc1ccc(-n2nc(C)c(Sc3ccccc3[N+](=O)[O-])c2N)cc1
5	COc1ccccc1CCNC(=O)C(=O)NCC1OCCN1C(=O)c1ccc(Cl)cc1 (stereo not drawn)
6	CC1CCCC(C)N1C(=O)CSc1nc2ncnc(N)c2[nH]1 (stereo not drawn)
screen / no.	1	2	3	4	5	6
FLuc counter	3%	21µM*	-9%	?	-1%	2%
VP16 counter	-10%[10 µM]	?	nt	-3%	-4%	-11%
BRCA1 expr up	4%	-43%	0%	-28%	-28%	8%
Menin-MLL TR inh	16%	?	nt	-8%	-7%	-3%
PKM2 activator	-1%	8.9µM*	nt	6%	-7%	-3%
Rab9 promoter act	-4%	-7%	-4%	-5%	3%	-2%
NPC1 promoter act	-11%	-1%	-1%	-3%	-1%	-5%
ELG1 genotox	?	0%	2%	-2%	-5%	-2%
RORg inh	-13%	?	nt	3%	42%	10%
p53 reactivator	-4%	-1%	0%	-8%	-6%	-5%
Giardia killer	7	20	-5	-1	-19	0

7	O=C(C(=O)N1CCCC1CO)N1CCCC1CO (stereo not drawn)
8	Cc1cc(C)cc(CC(Cc2nc3ccccc3[nH]2)c2nc3ccccc3[nH]2)c1 (stereo not drawn)
9	O=C(CCCCl)Nc1nc(-c2ccc3c(c2)OCCO3)cs1
10	Nc1nc(-c2ccco2)nn1C(=O)c1ccc(Cl)cc1
11	CCOC(=O)C1(CC2CCCCO2)CCN(S(=O)(=O)c2cc(C)cs2)CC1 (stereo not drawn)
12	CC(C)(C)NC(=O)CN(C(=O)c1snc(C(=O)NC2CCCCC2)c1N)c1ccc(F)cc1
screen / no.	7	8	9	10	11	12
FLuc counter	1%	2%	11µM*	2%	1%	3%
VP16 counter	3%	11µM*	11%	-3%	3%	-1%
BRCA1 expr up	12%	-73%	?	1%	-4%	-11%
Menin-MLL TR inh	23%	1%	?	-10%	?	-9%
PKM2 activator	1%	4%	-7%	1%	-2%	nt
Rab9 promoter act	-8%	-9%	3.2µM*	-8%	-4%	3%
NPC1 promoter act	-4%	1%	3.5µM*	-3%	-6%	-5%
ELG1 genotox	-1%	13%	5.8µM*	0%	-5%	4%
RORg inh	-8%	11µM*	4%	-4%	-26%	2%
p53 reactivator	-2%	-4%	?	-1%	2%	0%
Giardia killer	5	-9	11	-16	7	0

13	CCN1CCN(Cc2cc(=O)oc3ccc(C)cc23)CC1
14	CCOCCCN(C(=O)Cn1nnc(-c2ccc(C)o2)n1)C(C(=O)NCC1CCCO1)c1ccc(F)cc1 (stereo not drawn)
15	Nc1nc(N)c2sc3nc(C(F)(F)F)cc(C(F)(F)F)c3c2n1
16	CC(c1c(O)c2ccccc2[nH]c1=O)C1(C)CCC(O)C(C)(C)O1 (stereo not drawn)
17	O=C(c1ccnc(Cl)c1)N1CCCC(Nc2ccc(F)cc2)C1 (stereo not drawn)
18	COc1cc(NC(=O)CCS(=O)(=O)c2ccc3c(c2)n(C)c(=O)c(=O)n3C)cc(OC)c1
screen / no.	13	14	15	16	17	18
FLuc counter	8%	1%	1%	0%	3%	-1%&0%
VP16 counter	-4%	-2%	-5%	1%	0%	-2%
BRCA1 expr up	1%	-4%	-20%	-3%	-8%	-3%
Menin-MLL TR inh	nt	nt	-11%	0%	2%	-29%
PKM2 activator	5%	-3%	1%	1%	4%	3%
Rab9 promoter act	-1%	-2%	0%	-2%	0%	0%
NPC1 promoter act	2%	2%	-4%	-2%	-2%	-4%
ELG1 genotox	1%	4%	2%	2%	-3%	0%
RORg inh	-9%	29%	-8%	2%	-2%	-9%
p53 reactivator	-2%	-3%	-8%	-1%	-2%	nt
Giardia killer	32[activator]	7	-9	-8	-6	-11

19	FC(F)(F)c1ccccc1NC(=S)N1CCN(c2ncccn2)CC1
20	Cc1ccc[n+](CC(=O)Nc2ccc([N+](=O)[O-])cc2Cl)c1
21	Cc1c(CCC(=O)O)c(=O)oc2cc3occ(-c4ccccc4)c3cc12
22	Cc1cccc(S(=O)(=O)N(CC(=O)Nc2ccccc2C)Cc2ccco2)c1
23	CCC(C)NC(=O)c1ccc(CSCc2ccc(Cl)cc2)o1 (stereo not drawn)
24	COc1ccccc1NS(=O)(=O)c1ccc(NN=C2CCCCC2)c([N+](=O)[O-])c1
screen / no.	19	20	21	22	23	24
FLuc counter	7%	10%	?	1%	-2%	-6%
VP16 counter	-10%	?	?	13%	0%	-16%
BRCA1 expr up	0%	16%	-42%	-22%	-17%	-33%
Menin-MLL TR inh	-20%	-10%	nt	-8%	-12%	1%
PKM2 activator	1%	-5%	0%	19%	nt	-1%
Rab9 promoter act	-19%	13%	-1%	9%	-3%	-15%
NPC1 promoter act	-7%	-1%	-1%	-2%	-1%	-3%
ELG1 genotox	-4%	5%	4%	1%	-5%	11%
RORg inh	13µM*	10%	?	11%	25%	?
p53 reactivator	22%	-4%	-9%	1%	-5%	-4%
Giardia killer	7	11	-21	17	10	17

25	Cc1cc(NC(=O)c2ccccc2Cl)ccc1NC(=O)c1ccccc1Cl
26	COc1cc(CNCc2cccnc2)ccc1OCC(=O)NC(C)(C)C
27	Cc1nc(C)c(-c2csc(Nc3ccc(C(=O)O)c(O)c3)n2)s1
28	CCOc1cc(C2C(C#N)=C(N)SC(N)=C2C#N)ccc1OCCN1CCOCC1
29	N#Cc1cnn2c(-c3cccc(C(F)(F)F)c3)ccnc12
30	N#C/C(=C\c1ccc(-c2cccc([N+](=O)[O-])c2)o1)c1nnc(N2CCOCC2)n1-c1ccccc1
screen / no.	25	26	27	28	29	30
FLuc counter	12µM*	-1%	12µM*	0%	-1%	-5%
VP16 counter	?	-8%	-2%	1%	-11%	1%
BRCA1 expr up	5%	0%	-12%	8%	-1%	nt
Menin-MLL TR inh	6%	6%	?	6%	nt	0%
PKM2 activator	6%	3%	0%	18%	-3%	-2%
Rab9 promoter act	17%	-1%	4%	-1%	-4%	-2%
NPC1 promoter act	17%	-2%	-2%	-1%	0%	-7%
ELG1 genotox	-1%	-4%	-4%	-3%	-1%	-22%
RORg inh	-3%[1.91 µM]	-4%	?	?	38%	-1%
p53 reactivator	12%	0%	?	-7%	1%	1%
Giardia killer	3	4	9	4	-8	nt

5 entries from above, ordered by molecular weight, descending.
28	CCOc1cc(C2C(C#N)=C(N)SC(N)=C2C#N)ccc1OCCN1CCOCC1
25	Cc1cc(NC(=O)c2ccccc2Cl)ccc1NC(=O)c1ccccc1Cl
26	COc1cc(CNCc2cccnc2)ccc1OCC(=O)NC(C)(C)C
27	Cc1nc(C)c(-c2csc(Nc3ccc(C(=O)O)c(O)c3)n2)s1
29	N#Cc1cnn2c(-c3cccc(C(F)(F)F)c3)ccnc12
screen / no.	28	25	26	27	29
FLuc counter	0%	12µM*	-1%	12µM*	-1%
VP16 counter	1%	?	-8%	-2%	-11%
BRCA1 expr up	8%	5%	0%	-12%	-1%
Menin-MLL TR inh	6%	6%	6%	?	nt
PKM2 activator	18%	6%	3%	0%	-3%
Rab9 promoter act	-1%	17%	-1%	4%	-4%
NPC1 promoter act	-1%	17%	-2%	-2%	0%
ELG1 genotox	-3%	-1%	-4%	-4%	-1%
RORg inh	?	-3%[1.91 µM]	-4%	?	38%
p53 reactivator	-7%	12%	0%	?	1%
Giardia killer	4	3	4	9	-8

The results go on:
31	Cc1cc2cc(CNC(=O)Cc3ccc([N+](=O)[O-])cc3)ccc2[nH]1
32	CCCCc1cc(=O)oc2cc(C)cc(OCC(=O)Nc3ccccn3)c12
33	CCn1cc(CNC(=O)c2ccc(C)s2)cn1
34	CC(C)c1cccc(C(C)C)c1NC(=O)CN1CCCC1
screen / no.	31	32	33	34
FLuc counter	?	8.5µM*	-1%	-1%
VP16 counter	17%	-21%	-4%	-11%
BRCA1 expr up	-1%	59%	40%	6%
Menin-MLL TR inh	11%	9%	0%	32%[activator]
PKM2 activator	2%	nt	26%	-3%
Rab9 promoter act	21%	2.5µM*	4%	9%
NPC1 promoter act	-3%	2µM*	-1%	-6%
ELG1 genotox	0%	?	3%	1%
RORg inh	29%	-39%	15%	-39%
p53 reactivator	-5%	?	0%	-1%
Giardia killer	13	-12	17	-1
